High-throughput results (PubChem)
PvdQ acylase: blocks Pseudomonas aeruginosa PvdQ acylase activity; purified PvdQ acylase, fluorescence plate reader; inhibition, % at 10 µM; 0.063% of 340,000 active; AID 488965; in the data active = inhibition above about 30%, passing the limit was not always enough;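 note: 0% = vehicle neutral wells and 100% = reference inhibitor wells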
phage Ecoli inh: E. coli growth loss with phage present. inhibition, % at 11.9 µM. 0.26% of 360,000 active. growth absorbance; in the data active = inhibition above about 11%
PfHsp90 set2: inhibits growth of yeast expressing Plasmodium falciparum Hsp90; S. cerevisiae expressing PfHsp90, BacTiter-Glo ATP, 48 h; yeast lacking PDR1 and PDR3 efflux regulators; 0.32% of 310,000 active; inhibition, % at 9.4 µM;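 active = every replicate shows inhibition above about 80%, whatever the replicate mean, limit read from the data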;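 note: 0% = DMSO neutral controls and 100% = 20 µM radicicol positive controls; yeast relying on Plasmodium falciparum Hsp90 in place of its own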
Tat transport: E. coli Tat transport inhibition | E. coli MC4100 TorA-mCherry Tat export, fluorescence | inhibition, % at 10 µM | 0.036% of 340,000 active;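 active = mean replicate inhibition at least 50% and at least half of replicates individually reaching 50%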;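 note: exported cargo escapes ClpAP degradation while cytoplasmic cargo is degraded and loses fluorescence; 0% = median of neutral control wells and 100% = median of NaSCN control wells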
Wnt bcat act: Wnt/beta-catenin pathway activation; Wnt/beta-catenin reporter cell assay, activator, plate reader; activation, % at 9.35 µM; 1.2% of 300,000 active; AID 743398; in the data active = activation above about 30%, passing the limit was not always enough;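 note: 0% = neutral control wells and 100% = positive control wells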
Ecoli viability: reduces bacterial viability in AddAB counter-screen. inhibition, % at 11.9 µM. 0.27% of 330,000 active. E. coli V3065 growth, OD600 absorbance, 18 h. AID 449728;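 active = inhibition above the campaign's mean inhibition across all tested compounds plus 3 SD, cut at about 9.9% in these data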;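 note: uninfected addAB+ strain grown without phage in ampicillin broth; 0% = DMSO wells and 100% = ciprofloxacin 0.95 µg/ml wells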
AddAB inh: less growth of phage-infected E. coli with AddAB; E. coli expressing H. pylori AddAB, absorbance growth; inhibition, % at 11.9 µM; 0.29% of 330,000 active; AID 435030; in the data active = inhibition above about 12%;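 note: 0% = vehicle wells of infected cells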
Rtt109 Vps75: blocks Candida albicans Rtt109/Vps75 acetyltransferase activity; inhibition, % at 34.9 µM; purified Rtt109/Vps75, ThioGlo CoA-SH fluorescence, 4 h; 0.16% of 330,000 active;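 active = inhibition of at least 50% in every replicate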
Target sequence (Q5AAJ8 whole entry, looked up): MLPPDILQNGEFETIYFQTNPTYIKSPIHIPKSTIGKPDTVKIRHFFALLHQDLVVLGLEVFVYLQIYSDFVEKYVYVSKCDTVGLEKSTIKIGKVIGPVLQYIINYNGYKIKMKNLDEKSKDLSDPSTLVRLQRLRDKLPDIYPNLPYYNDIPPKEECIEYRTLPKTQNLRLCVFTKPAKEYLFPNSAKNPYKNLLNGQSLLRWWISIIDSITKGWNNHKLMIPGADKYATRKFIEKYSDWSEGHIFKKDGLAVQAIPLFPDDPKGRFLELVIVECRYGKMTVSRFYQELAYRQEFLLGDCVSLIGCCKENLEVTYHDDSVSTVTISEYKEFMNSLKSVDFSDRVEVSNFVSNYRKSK
CAL PDZ inh: inhibitors of human CAL PDZ peptide binding; Q9HD26; purified CAL PDZ, TMR-peptide fluorescence polarization, 1 h; inhibition, % at 20 µM; 0.02% of 330,000 active;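 active = highest replicate inhibition of at least 40%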;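 note: plate controls were DMSO neutral control wells for no effect and unlabeled competitor peptide control wells for full effect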
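Material: tagged CAL PDZ domain; buffer or medium: 25 mM sodium phosphate pH 7.4, 150 mM NaCl, TCEP, IgG, Thesit; compound dosing: single point, 20 µM; schedule: 1 h incubation at room temperature before polarization reading; measured by: FP readout, S and P plane fluorescence; read-out basis: percent inhibition from loss of millipolarization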
DAGLB inh: blocks human DAGLB lipase activity. HEK293T DAGLB membrane lysate, EnzChek fluorogenic substrate. inhibition, % at 5.17 µM. 0.059% of 340,000 active; in the data active = inhibition above about 34%;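 note: 0% = enzyme with vehicle and 100% = wells lacking enzyme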
Target sequence (Q8NCG7 whole entry, looked up): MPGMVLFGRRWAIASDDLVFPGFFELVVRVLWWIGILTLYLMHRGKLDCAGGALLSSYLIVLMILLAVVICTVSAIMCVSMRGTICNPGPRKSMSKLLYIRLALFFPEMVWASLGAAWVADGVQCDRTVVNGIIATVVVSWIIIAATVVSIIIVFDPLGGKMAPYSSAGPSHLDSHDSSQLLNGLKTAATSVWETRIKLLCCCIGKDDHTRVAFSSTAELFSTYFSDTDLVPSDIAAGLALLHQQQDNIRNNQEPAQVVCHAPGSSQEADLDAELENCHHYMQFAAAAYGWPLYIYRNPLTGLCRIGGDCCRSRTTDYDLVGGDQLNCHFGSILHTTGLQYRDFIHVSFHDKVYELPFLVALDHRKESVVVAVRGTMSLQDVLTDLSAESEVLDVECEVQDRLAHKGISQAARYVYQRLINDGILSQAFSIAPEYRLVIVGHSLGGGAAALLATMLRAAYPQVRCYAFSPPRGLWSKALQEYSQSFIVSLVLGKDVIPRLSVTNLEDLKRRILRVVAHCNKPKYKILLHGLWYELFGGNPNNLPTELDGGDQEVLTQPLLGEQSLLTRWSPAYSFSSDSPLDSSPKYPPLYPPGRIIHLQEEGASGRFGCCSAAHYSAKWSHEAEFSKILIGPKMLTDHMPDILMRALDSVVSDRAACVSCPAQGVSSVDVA
Numbers without * were called inactive; x = no result given.

SMILES	PvdQ acylase	phage Ecoli inh	PfHsp90 set2	Tat transport	Wnt bcat act	Ecoli viability	AddAB inh	Rtt109 Vps75	CAL PDZ inh	DAGLB inh
COC(=O)c1cnc(Nc2cccc(C(F)(F)F)c2)c([N+](=O)[O-])c1	-1	2.9	-8	7	1	-1.8	0.4	x	0.3	-12
C[C@@]12C(=O)Nc3cc(F)c(F)cc3C(=O)N1[C@H]1c3cc(Cl)ccc3OC[C@@H]1[C@@H]2c1ccccc1	2	x	-49	-14	x	2.3	1.2	17	-0.9	-8
Cn1c(-c2ccccc2)n[nH]c1=S	-15	1.4	-1	-5	-2	1.1	-0.2	2	-0.2	-1
CCCc1cc(=O)oc2cc(C)cc(OCC(=O)N[C@@H](CSCc3ccccc3)C(=O)O)c12	5	5.2	9	9	-2	-0.2	6.9	7	-1.5	4
C[C@@]12C(=O)N(c3cccc(F)c3)C(=O)N1[C@H](c1ccc(Cl)cc1)[C@@H]1C(=O)N(C3CCCCC3)C(=O)[C@@H]12	0	2.1	-2	17	-3	0.0	1.9	3	0.1	-5
O=C(CCN1C(=O)S/C(=C\c2ccccc2)C1=O)Nc1ccc(S(=O)(=O)Nc2nccs2)cc1	9	2.4	2	5	x	-0.5	0.0	13	-0.9	5
Cc1ccc(-c2csc(NC(=O)c3c(C)noc3C)n2)s1	-16	x	-7	1	x	0.3	2.2	2	0.2	-10
O=C(N/N=C/c1c(O)ccc2ccccc12)c1ccc(CO)nc1	2	-2.2	9	-3	-2	-5.0	1.2	-7	-1.7	2
C=CCN1C(=O)/C(=C\C=C2\N(C)c3ccccc3C2(C)C)SC1=S	-7	2.3	11	-6	-12	0.0	0.7	-4	-3.6	-6
COc1ccc(CCNC(=O)COc2ncnc3ccccc23)cc1OC	-10	2.2	4	3	-1	0.2	0.5	-2	-0.8	-1
CCCC1(CCC)NC(=O)N(CC(=O)Nc2ccccc2OC)C1=O	-12	1.0	18	5	-1	0.8	1.0	-8	-0.7	-1
O=c1c(OC2OC(CO)C(O)C(O)C2O)c(-c2ccc(O)c(O)c2)oc2cc(O)cc(O)c12 (configuration not stated)	3	0.0	4	16	-3	-3.4	-0.2	3	-1.7	-1
CS(=O)(=O)c1ccccc1-c1nc(-c2ccc([N+](=O)[O-])cc2)no1	1	1.7	-5	-1	-1	-0.6	0.5	16	-0.3	-1
Cc1ccc(C(=O)NNC(=S)NC(=O)COc2ccccc2)cc1	-15	-0.3	-4	0	0	-2.8	1.8	-3	-2.0	-1
CCC1=Nc2cc(C(=O)NCCCOC(C)C)ccc2Sc2ccccc21	-18	0.1	50	-1	-3	-0.5	0.8	13	-1.0	2
CCC(C)n1c(SCC(=O)/C(C#N)=C(\C)N)nc2ccccc2c1=O (configuration not stated)	-6	2.8	-10	5	2	-1.4	1.8	4	-1.6	-2
NC(=S)NNc1cccc(Cl)c1	12	2.2	12	7	3	2.6	0.4	15	-1.8	2
Cc1ccc(S(=O)(=O)N2C(=O)C(c3ccccc3)SC2=Nc2ccccc2)cc1 (configuration not stated)	-16	2.1	-38	1	-2	0.6	1.6	1	-0.6	3
COc1ccc(N2CCN(Cc3nc4ccsc4c(=O)[nH]3)CC2)cc1	-15	2.2	11	-2	x	1.4	1.8	1	0.8	-2
COCCn1c(N)c(N(Cc2ccccc2)C(=O)CSCC(=O)Nc2ccc(OC)cc2)c(=O)[nH]c1=O	-11	1.9	x	0	1	0.1	0.5	1	-1.7	2
CCn1c(SCC(=O)Nc2ccccc2-c2ccccc2)nnc1-c1ccoc1C	-18	0.5	-14	-3	-7	0.1	1.4	5	x	-4
COc1ccc(C(=O)/C=C/NCc2ccc(C)cc2)cc1	2	-1.3	-1	5	x	-2.6	-0.4	6	-2.0	-7
Cc1ccc(/C=N/NC(=S)NC2CCCCC2)o1	5	-1.9	1	5	17	-1.8	-1.6	30	0.2	-2
Cn1c(=O)c2c(nc(SCC(=O)Nc3ccccc3N3CCCCC3)n2C)n(C)c1=O	-17	4.7	-1	-4	-1	3.8	-0.2	x	-1.0	-1
N#Cc1c(N)sc2c1CCN(C(=O)OCc1ccccc1)C2	-11	1.2	-26	0	1	1.5	2.4	-6	-0.6	-1
Other records follow.
SMILES	PvdQ acylase	phage Ecoli inh	PfHsp90 set2	Tat transport	Wnt bcat act	Ecoli viability	AddAB inh	Rtt109 Vps75	CAL PDZ inh	DAGLB inh
CC1(CCC(=O)N2CCCC(Nc3ccc(F)cc3)C2)CC1 (configuration not stated)	9	2.1	3	0	-1	0.9	-0.2	8	0.9	1
CC(C)(C)OC(=O)NCC(=O)Oc1cc2oc(=O)cc(-c3ccccc3)c2cc1Cl	-2	3.3	-61	-15	4	0.9	3.8	-22	-0.5	3
C/C(CC(=O)Nc1ccc(N(C)C)cc1)=N\NC(=O)c1ccc(Cl)cc1Cl	-21	-0.1	-4	0	-1	-1.4	-1.6	4	5.0	2
CCC(=O)N(CCC(c1ccco1)C(C)C)Cc1ccccc1 (configuration not stated)	-6	3.1	11	2	-2	-2.6	-3.0	-2	0.9	-6
CC(=O)n1c(Cl)c(NC(=O)CCl)c2ccccc21	-8	1.4	-24	2	0	-1.0	1.5	4	-0.9	2
O=C(NC1CCCCC1)C(=S)N1CCOCC1	-11	1.2	x	5	4	1.6	-2.0	14	-0.9	-1
O=C(O)c1cn[nH]c1-c1cccc([N+](=O)[O-])c1	-16	-0.5	-6	-1	1	0.3	-0.3	-1	-5.4	-1
C/C=C(\C)c1nnc(NC(=O)c2ccco2)s1	-19	2.5	4	3	26	0.8	-2.6	-11	-2.0	-3
COc1ccc(CNc2ccc(-c3ccc(OC)cc3)nn2)cc1	-6	2.0	2	-7	x	-1.8	-1.1	-22	1.3	-12
CNC(=O)c1nc(C)n(-c2cc(Cl)cc(Cl)c2)n1	-10	x	41	6	x	0.3	1.0	8	0.6	1
CC(NC(=O)c1ccccc1)c1ccc(Br)cc1 (configuration not stated)	-19	4.6	-17	11	0	1.1	-1.6	-11	-0.6	-1
CCOC(=O)N1CCC(Nc2c(NCCN3CCN(c4cccc(Cl)c4)CC3)c(=O)c2=O)CC1	-2	-0.5	17	-9	-1	0.9	1.0	-21	-0.3	-4
c1ccc2[nH]c(-c3ccncc3)nc2c1	0	3.0	-33	-3	2	3.3	4.3	-1	-2.6	0
Cn1c(N)c(S(=O)(=O)NCc2ccccc2Cl)c(=O)n(C)c1=O	-10	3.4	2	-4	x	-1.5	-1.9	-7	-2.2	0
Cc1ccc(S(=O)(=O)N2CCNC(=O)CC2)cc1	-14	2.3	-10	-1	-1	-0.2	-3.6	13	-0.3	0
CCCc1ccc(C(C)NC(=O)c2cnccn2)cc1 (configuration not stated)	-13	4.9	-20	-1	0	0.3	1.0	-5	x	-2
O=C(CCc1ccccc1)N=C1SC2CS(=O)(=O)CC2N1Cc1ccc(F)cc1 (configuration not stated)	-9	-0.1	-6	-4	0	0.8	-0.8	-2	-1.1	1
O=C(OCC(=O)N1CCN(C(=O)c2ccco2)CC1)c1ccccc1NCCO	-9	4.5	25	5	-1	-4.5	-4.3	-79	-1.1	0
CCC(C)c1ccccc1N1CC(C(=O)Nc2ccccc2N2CCCC2)CC1=O (configuration not stated)	-3	0.0	-12	2	-2	0.6	4.8	2	-1.4	-1
COc1cc(OC)c(S(=O)(=O)N2CCOCC2)cc1S(=O)(=O)N1CCOCC1	-2	0.6	8	-10	2	3.0	3.3	1	-2.3	-3
Cc1ccc(S(=O)(=O)NNC(=O)c2ccc(NC(=O)C3CC3)cc2)cc1	-7	0.7	22	-1	3	x	x	2	-2.5	-1
Cc1ccc(C)c(NC(=O)CSc2nnc(CSc3nc(C)cc(C)n3)n2Cc2ccco2)c1	5	0.8	-1	-5	-4	-3.8	1.0	10	-0.3	-4
O=C(NCCCn1ccnc1)c1ccc(NS(=O)(=O)c2ccc(Cl)c(Cl)c2)cc1	-6	2.5	-24	1	3	0.3	-0.3	-1	-1.5	1
COC(=O)CN1C(=O)CC(C)(C)S(=O)c2ccccc21 (configuration not stated)	-13	2.7	x	1	0	-0.9	4.8	-1	-2.0	3
Cc1ccc(C2=N/C(=C\c3c(C)nn(-c4ccccc4)c3N3CCCC3)C(=O)O2)cc1	-10	0.5	-12	11	-2	-1.6	1.4	1	-1.9	-3
Other records follow:
SMILES	PvdQ acylase	phage Ecoli inh	PfHsp90 set2	Tat transport	Wnt bcat act	Ecoli viability	AddAB inh	Rtt109 Vps75	CAL PDZ inh	DAGLB inh
COc1ccc(C(=O)Cc2ccccc2)cc1OC	-5	4.0	20	3	x	-0.3	1.2	6	-0.3	0
Cc1oc2nc(SCC(=O)Nc3ccc(S(N)(=O)=O)cc3)nc(NC(=O)c3ccccc3)c2c1C	-8	2.8	-39	1	x	-2.6	0.5	-2	-1.4	0
COc1cccc2oc3ccc(C#CC4(N)CCCCC4)cc3c(=O)c12	-10	2.2	-3	18	19	0.4	0.6	-21	-3.8	3
O=C(COC(=O)c1cc[n+]([O-])cc1)Nc1ccc(Cl)cc1Cl	-10	3.1	8	6	3	-0.7	-1.7	-6	0.1	-1
COc1ccc(CC(=O)NCc2n[nH]c(=S)n2-c2cccc(C)c2)cc1	-9	2.2	26	-1	6	0.2	2.5	2	-0.9	0
O=c1[nH]c(-c2ccccc2)cnc1-c1ccccc1	x	-0.9	x	x	37*	0.0	2.3	x	x	x
O=C(CCS(=O)(=O)c1ccccc1)Nc1ccc(S(=O)(=O)Nc2nccs2)cc1	14	4.8	4	3	-3	0.3	-0.6	2	-0.3	-1
NC(N)=N/N=C(\N=Nc1ccccc1)c1ccc(Cl)cc1	-12	2.3	9	9	1	x	x	-15	0.5	11

By substructure, those above with two or more sulfur atoms.
SMILES	PvdQ acylase	phage Ecoli inh	PfHsp90 set2	Tat transport	Wnt bcat act	Ecoli viability	AddAB inh	Rtt109 Vps75	CAL PDZ inh	DAGLB inh
O=C(CCN1C(=O)S/C(=C\c2ccccc2)C1=O)Nc1ccc(S(=O)(=O)Nc2nccs2)cc1	9	2.4	2	5	x	-0.5	0.0	13	-0.9	5
Cc1ccc(-c2csc(NC(=O)c3c(C)noc3C)n2)s1	-16	x	-7	1	x	0.3	2.2	2	0.2	-10
C=CCN1C(=O)/C(=C\C=C2\N(C)c3ccccc3C2(C)C)SC1=S	-7	2.3	11	-6	-12	0.0	0.7	-4	-3.6	-6
Cc1ccc(S(=O)(=O)N2C(=O)C(c3ccccc3)SC2=Nc2ccccc2)cc1 (configuration not stated)	-16	2.1	-38	1	-2	0.6	1.6	1	-0.6	3
O=C(CCc1ccccc1)N=C1SC2CS(=O)(=O)CC2N1Cc1ccc(F)cc1 (configuration not stated)	-9	-0.1	-6	-4	0	0.8	-0.8	-2	-1.1	1
COc1cc(OC)c(S(=O)(=O)N2CCOCC2)cc1S(=O)(=O)N1CCOCC1	-2	0.6	8	-10	2	3.0	3.3	1	-2.3	-3
Cc1ccc(C)c(NC(=O)CSc2nnc(CSc3nc(C)cc(C)n3)n2Cc2ccco2)c1	5	0.8	-1	-5	-4	-3.8	1.0	10	-0.3	-4
Cc1oc2nc(SCC(=O)Nc3ccc(S(N)(=O)=O)cc3)nc(NC(=O)c3ccccc3)c2c1C	-8	2.8	-39	1	x	-2.6	0.5	-2	-1.4	0
O=C(CCS(=O)(=O)c1ccccc1)Nc1ccc(S(=O)(=O)Nc2nccs2)cc1	14	4.8	4	3	-3	0.3	-0.6	2	-0.3	-1
